Screening data from PubChem BioAssay.
L3MBTL1 inh – inhibitors of human L3MBTL1 | Potency, µM (series often up to 57.1 µM), inactives show top-dose activity, negative = inhibition, usual class: inhibitors | AlphaScreen L3MBTL1–H3K9me1 peptide binding | Q9Y468 | 0.66% of 230,000 active; further: nearly all actives have a fitted effect of over 60% in size
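First, the protein-peptide complex forms for 30 min at room temperature (L3MBTL1 50 nM, biotinylated H3K9me1 peptide 75 nM). Next, compounds are pin-transferred and incubated 30 min. Finally, AlphaScreen beads are added and read after 30 min.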
GoLoco inh red – inhibitors of human Gai1-RGS12 GoLoco interaction (red fluorophore); Potency, µM (titrated, usually from 61.6 µM), for inactives: at the highest dose activity, negative = inhibition, usual class: inhibitors; Gai1:RGS12 GoLoco peptide FP, rhodamine, 10 min; P63096; 0.44% of 230,000 active; AID 880; active means well fitted inhibition curve with a large enough effect, not every such curve was filed as active; inactive means no such curve, though single readings can be large or run the other way; further: nearly all actives have a fitted effect of over 30% in size; many of its hits are not listed in these tables
aGlu spleen mod – lysosomal alpha-glucosidase (human) modulation | P10253 | human spleen homogenate, 4-MU-alpha-glucoside fluorescence | Potency, µM (series often up to 79.9 µM), for inactives: top-dose activity change, negative = inhibition, hits mostly inhibitors | 0.006% of 240,000 active;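 further: 0% = enzyme with vehicle and -100% = no enzyme basal signal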
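Human spleen homogenate (1 ug) incubated with compounds and 1 mM 4-methylumbelliferyl-alpha-D-glucopyranoside in pH 5.0 citrate/phosphate buffer, 37 C, 40 min. Stopped at pH 10; 4-MU fluorescence (Ex 365/Em 440 nm); AC50 by Hill fit.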
RECQ1 helicase – inhibitors of human RECQ1 DNA helicase | P46063 | RECQ1 DNA unwinding, red fluorescence kinetic read | Potency, µM (series often up to 57.3 µM), for the others: at the highest dose activity, negative = inhibition, usual class: inhibitors | 0.54% of 240,000 active;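 further: plate controls were vehicle for no effect and no enzyme for full effect; nearly all actives have a fitted effect of over 30% in size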
Target sequence (P46063 whole entry, looked up): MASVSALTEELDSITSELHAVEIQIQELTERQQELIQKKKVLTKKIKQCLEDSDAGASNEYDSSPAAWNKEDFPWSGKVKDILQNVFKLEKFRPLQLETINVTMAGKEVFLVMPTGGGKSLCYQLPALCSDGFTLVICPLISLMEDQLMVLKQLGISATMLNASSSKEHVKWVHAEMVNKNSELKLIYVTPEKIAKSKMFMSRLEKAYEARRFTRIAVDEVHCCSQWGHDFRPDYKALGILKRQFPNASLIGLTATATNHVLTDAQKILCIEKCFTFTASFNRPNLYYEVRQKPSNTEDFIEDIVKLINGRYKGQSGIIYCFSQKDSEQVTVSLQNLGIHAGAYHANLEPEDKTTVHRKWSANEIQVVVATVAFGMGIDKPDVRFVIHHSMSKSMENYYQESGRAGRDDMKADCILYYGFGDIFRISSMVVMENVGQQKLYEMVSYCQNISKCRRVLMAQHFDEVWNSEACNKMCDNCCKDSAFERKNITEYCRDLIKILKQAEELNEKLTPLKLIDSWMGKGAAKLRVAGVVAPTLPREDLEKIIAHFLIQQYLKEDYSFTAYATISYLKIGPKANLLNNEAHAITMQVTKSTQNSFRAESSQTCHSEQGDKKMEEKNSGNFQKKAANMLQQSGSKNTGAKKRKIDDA
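RECQ1T1 50 nM; forked duplex (20 bp + 30-nt ss tails) 200 nM, ATP 2 mM final; pH 8.0, 2 mM MgCl2, 2.5 ug/ml poly(dI-dC); 15 min compound preincubation; discontinuous kinetic read over 2 h at RT.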
TexasRed fluor – counter-screen for TRb-SRC2 inhibitors: fluorescence interference; 0.29% of 280,000 active; TRb/SRC2 Texas Red total fluorescence interference; Potency, µM (doses to about 106 µM), inactives show at the top dose fluorescence change, negative = quenching; AID 1479; active means well fitted curve in either direction with a large enough effect; inconclusive means small, poorly fitted or top-dose-only effect
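Human TRb ligand-binding domain at 0.6 uM with 20 nM Texas Red SRC2 peptide in Tris buffer containing 1 uM T3 and 5% DMSO, incubated with compound 5 h at ambient temperature. Total fluorescence (555/632 nm) calculated as parallel + 2 × perpendicular.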
TRb-SRC2 inh – inhibitors of human thyroid hormone receptor beta-SRC2 interaction; AID 1469; P10828; Potency, µM (titrated, usually from 106 µM), without a hit: at the top dose activity change, negative = inhibition, actives largely listed as inhibitors; TRbeta-SRC2 peptide binding, fluorescence polarization; receptor liganded with 1 µM T3; 0.065% of 280,000 active;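 further: plate controls were bound peptide for no effect and peptide without receptor for full effect; nearly all actives have a fitted effect of over 50% in size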
Target sequence (P10828 whole entry, looked up): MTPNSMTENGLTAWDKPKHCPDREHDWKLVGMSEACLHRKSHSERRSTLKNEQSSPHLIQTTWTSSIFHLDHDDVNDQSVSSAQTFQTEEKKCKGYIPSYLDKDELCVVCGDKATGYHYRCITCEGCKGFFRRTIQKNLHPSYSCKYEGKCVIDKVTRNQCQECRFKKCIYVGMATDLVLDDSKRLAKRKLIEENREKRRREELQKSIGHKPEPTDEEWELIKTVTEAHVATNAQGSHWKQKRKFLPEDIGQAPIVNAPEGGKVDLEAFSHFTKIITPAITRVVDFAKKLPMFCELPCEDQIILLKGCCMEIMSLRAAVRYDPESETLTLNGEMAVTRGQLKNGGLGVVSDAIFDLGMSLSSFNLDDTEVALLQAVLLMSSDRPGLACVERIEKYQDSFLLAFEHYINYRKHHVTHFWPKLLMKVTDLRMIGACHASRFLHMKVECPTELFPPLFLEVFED
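A fluorescence polarization screen tested compounds at multiple concentrations against complex formation between 0.6 uM TRb ligand-binding domain and 20 nM Texas Red SRC2 peptide, with 1 uM T3 present; readout after 5 hr.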
GAA glycogen – inhibitors or activators of human alpha-glucosidase glycogen cleavage; 0.38% of 300,000 active; AID 2100; recombinant GAA, glycogen substrate, Amplex Red glucose oxidase fluorescence; Potency, µM (titrated, usually from 76.4 µM), inactives show at the highest dose activity change, negative = inhibition, actives largely listed as inhibitors; P10253;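 further: 0% = full enzyme reaction and -100% = no-enzyme basal signal; the screen sought inhibitors and activators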
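Natural-substrate format: glycogen cleavage by 4 nM human enzyme, glucose read by Amplex Red coupling (Ex 573, Em 610 nm). Normalized to enzyme and no-enzyme controls.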
GAA inhib – inhibitors of human lysosomal alpha-glucosidase; purified human GAA, 4-MU-alpha-glucoside fluorescence; Potency, µM (series often up to 76.9 µM), inactives show top-dose activity change, negative = inhibition, most hits filed as inhibitors; 0.005% of 200,000 active;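 further: plate controls were uninhibited enzyme wells for no effect and no-enzyme background for full effect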
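AC50 values come from Hill fits of compound titrations (up to 77 uM) against 4 nM human enzyme. Substrate 4-methylumbelliferyl-alpha-D-pyranoside at 400 uM, pH 5.0 citrate buffer, 20 min room temperature; fluorescence Ex 365/Em 440 after alkaline stop.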
An asterisk follows results filed as active; i = inactive; ? = inconclusive; . = no result given; & = joins results of further samples; [ ] = another dose, or the depositor's remark. Unless noted, the call rests on the fitted dose curve; in most records, active means well fitted curve in the direction sought with a large enough effect; inconclusive means small, poorly fitted or top-dose-only effect, or another doubt; inactive means no such curve, though single readings can be large; an effect the other way counts as inactive or inconclusive. Unless noted, on the % scale 0 is the no-effect control and ±100 the full control effect; potency means the concentration at half of the fitted maximal effect. These rows are one share of the data; count on the stated rates, not on these rows.

The first 3 records (preview)
SMILES | L3MBTL1 inh | GoLoco inh red | aGlu spleen mod | RECQ1 helicase | TexasRed fluor | TRb-SRC2 inh | GAA glycogen | GAA inhib
CC(C)(C)c1cc(CN2CCN(CCC#N)CC2)cc(C(C)(C)C)c1O | 15% | . | -10% | i | 1% | -26% | ? | 11%
Cc1ccccc1C(=O)Nc1ccc(C(=O)N/N=C/c2ccc(O)c(Br)c2)cc1 | -9% | 15% | 2% | i | -10% | 9% | -10% | -2%
COc1ccc(Cl)c(NC(=O)NCCN2CCN(c3ccccc3)CC2)c1 | 0% | 10% | 11% | i | 1% | -21% | 1% | -2%

All compounds of this part, repeating the preview:
SMILES | L3MBTL1 inh | GoLoco inh red | aGlu spleen mod | RECQ1 helicase | TexasRed fluor | TRb-SRC2 inh | GAA glycogen | GAA inhib
CC(C)(C)c1cc(CN2CCN(CCC#N)CC2)cc(C(C)(C)C)c1O | 15% | . | -10% | i | 1% | -26% | ? | 11%
Cc1ccccc1C(=O)Nc1ccc(C(=O)N/N=C/c2ccc(O)c(Br)c2)cc1 | -9% | 15% | 2% | i | -10% | 9% | -10% | -2%
COc1ccc(Cl)c(NC(=O)NCCN2CCN(c3ccccc3)CC2)c1 | 0% | 10% | 11% | i | 1% | -21% | 1% | -2%
O=C(Nc1cccnc1)c1ccc(Cl)c([N+](=O)[O-])c1 | 6% | 1% | . | -13% | 0% | -1% | 4% | 1%
COc1ccc(C(=O)CN2C(=O)c3ccccc3C2=O)c(OC)c1C | 8% | -2% | 1% | -3% | -1% | 2% | 1% | 1%
CCSC(=Nc1ccccc1)C1=C(O)COC1=O | 3% | 3% | -1% | -10% | -3% | 2% | 6% | 13%
C=C/C1=C/Cc2ccccc2[C@H](C[N+](=O)[O-])C(C(C)=O)(C(=O)OC)C1 (stereo partly specified) | . | 4%&-4% | -8%&-13% | -5%&-7% | -1%&0% | 3%&1% | . | .
Cc1nc(-c2cc(C#N)c(=O)[nH]c2C)cs1 | . | -2% | -6% | 4% | -7% | -6% | 2% | .
c1ccc(CCSc2nccn2-c2ccccc2)cc1 | ? | 5% | -3% | -4% | -2% | 0% | 9% | -3%
S=C(Nc1ccccc1)Nc1nc2ccccc2n1CCOc1ccccc1 | 10µM* | 17% | -14% | -17% | 2% | -2% | 3% | 0%
O=C(CCCN1C(=O)c2ccccc2C1=O)Nc1ccc(S(=O)(=O)N2CCCCC2)cc1 | . | -3% | 0% | -4% | 2% | 5% | -17% | ?
COc1ccc(NS(=O)(=O)c2cc(NC(=O)c3cnccn3)ccc2N2CCCC2)cc1 | -2% | 18% | -2% | -12% | 0% | -6% | -6% | 0%
CCOC(=O)N1CCN(S(=O)(=O)c2ccc(C(=O)NNc3nc4c(C)cc(C)cc4s3)cc2)CC1 | -29% | -17% | 0% | -2% | -1% | -6% | 10% | 5%
CCn1cnc2cc(NCc3cccs3)ccc21 | -11% | 3% | -10% | i | 0% | -9% | -21% | 2%
CCOC(=O)N1CCN(C(=O)CSCc2ccccc2Cl)CC1 | 2% | 10% | -1% | -3% | -2% | -4% | 11% | 0%
CNC(=O)c1ccc(Nc2nnc(C)c3ccccc23)cc1 | 19%[11.4 µM] | 7% | -7% | -2% | -1% | 2% | 5% | -2%
Cc1ccccc1C(=O)Nc1ccccn1 | . | 0% | -5% | 10% | 1% | -1% | 15% | 2%
Cc1nn(-c2ccccn2)c2nc(-c3cccs3)cc(C(=O)N3CCOCC3)c12 | 0% | 3% | 8% | -13% | 1% | -7% | 4% | ?
O=C(Nc1ccccc1-c1ccccc1)c1cc(C(F)(F)F)cc(C(F)(F)F)c1 | 9% | 18% | -1% | -14% | -2% | 2% | -6% | 15%
CCn1c(SCC(=O)N2CCOCC2)nc2sc3c(c2c1=O)CCCC3 | 4% | . | -2% | i | 2% | -9% | -2% | -11%

Three of the compounds above, with values under each structure.
Each structure is followed by: L3MBTL1 inh | GoLoco inh red | aGlu spleen mod | RECQ1 helicase | TexasRed fluor | TRb-SRC2 inh | GAA glycogen | GAA inhib
O=C(CCCN1C(=O)c2ccccc2C1=O)Nc1ccc(S(=O)(=O)N2CCCCC2)cc1
  . | -3% | 0% | -4% | 2% | 5% | -17% | ?
COc1ccc(NS(=O)(=O)c2cc(NC(=O)c3cnccn3)ccc2N2CCCC2)cc1
  -2% | 18% | -2% | -12% | 0% | -6% | -6% | 0%
CCOC(=O)N1CCN(S(=O)(=O)c2ccc(C(=O)NNc3nc4c(C)cc(C)cc4s3)cc2)CC1
  -29% | -17% | 0% | -2% | -1% | -6% | 10% | 5%

(more compounds)
SMILES | L3MBTL1 inh | GoLoco inh red | aGlu spleen mod | RECQ1 helicase | TexasRed fluor | TRb-SRC2 inh | GAA glycogen | GAA inhib
COc1ccc(OCCC(=O)c2ccc(OC)cc2)cc1 | 3% | 4% | 4% | -3% | -5% | 4% | 7% | .
COc1ccc(NC(=S)NCc2ccc(S(N)(=O)=O)cc2)c(OC)c1 | 7% | -7% | 0% | -6% | 1% | -6% | -7% | -13%
CSc1cccc(NC(=O)Nc2nc3c(C)cccc3s2)c1 | 47%[activator] | -26% | 0% | -1% | 1% | -7% | 4% | .
Cc1ccc(N2CCN(CC3CC=CCC3)CC2)cc1 (stereo unspecified) | -8% | -2% | -2% | -3% | -1% | -4% | 3% | -12%
CNC1=CC(=O)CC(c2ccccc2)C1 (stereo unspecified) | 11% | 11% | -4% | -2% | -1% | -4% | -5% | 4%
COc1nccnc1NS(=O)(=O)c1ccc(NC(=S)NC(=O)c2ccc(F)cc2)cc1 | -1% | -6% | 3% | -1% | -4% | 6% | -1% | 1%
CC1CCC(=C(C#N)C(=O)Nc2cccc(Cl)c2)CC1 (stereo unspecified) | 6% | 12% | -1% | -6% | -2% | 0% | -4% | 4%
Cc1ccc(-c2nc(NC(=O)c3ccc(S(=O)(=O)N(CCC#N)CCC#N)cc3)sc2-c2ccccc2)cc1 | 6% | 8% | 0% | -2% | 2% | -16% | 10% | 0%
C=CCNS(=O)(=O)CC12CCC(CC1=O)C2(C)C (stereo unspecified) | . | 1% | -7% | -1% | -1% | -3% | -12% | -4%
Cc1ccc(-c2nnn(CC(=O)N(c3cccc(F)c3)C(C(=O)NC(C)(C)C)c3ccco3)n2)o1 (stereo unspecified) | -10% | 9% | -2% | -4% | -1% | 3% | 2% | -12%
CN1CCN(c2ccc(Cl)cc2NC(=O)C2COc3ccccc3O2)CC1 (stereo unspecified) | ? | 10% | 1% | 15% | 2% | -22% | -18% | 0%
O=C(/C=C/c1ccc(F)cc1)N1CCCc2ccccc21 | . | -3% | -2% | -14% | 0% | -1% | -3% | -2%
COc1cccc(OC)c1NC(=O)C1CCCN1C(=O)NCc1ccccc1 (stereo unspecified) | . | -1% | 2% | 0% | -2% | -11% | 6% | 13%
CCN1CCN(C(=O)CN(c2ccc(F)c(Cl)c2)S(C)(=O)=O)CC1 | -3% | 3% | 3% | i | 2% | 2% | 8% | -2%
Nn1c(SCC(=O)Nc2ccc3c(c2)OCO3)nncc1=O | . | 6% | -5% | 0% | -5% | -7% | 4% | ?
COc1ccc(-c2oc3ncnc(NCCN4CCOCC4)c3c2-c2ccc(OC)cc2)cc1 | 2% | 8% | -1% | -1% | 3% | -7% | 8% | -3%
CCCCCC(=O)N1CCCC1 | 39%[activator] | -2% | -2% | -3% | -5% | -9% | 3% | -8%
O=C(CCc1ccccc1)Nc1nnc(-c2ccc3c(c2)OCCO3)o1 | 0% | 11% | . | -2% | -1% | -2% | -6% | -4%
O=C(Nc1ccc(F)cc1)C1=CC(=O)N2CCN=C2S1 | 10% | -5% | 1% | i | 0% | -1% | 17% | 4%
CCN(c1ccccc1)S(=O)(=O)c1ccc(C(=O)NCC(c2cccs2)N(C)C)cc1 (stereo unspecified) | 16% | -3% | 2% | -4% | -1% | 0% | -2% | -5%
CN1CCN(c2ccc(S(=O)(=O)N3CCCCC3)cc2NC(=O)c2cccc([N+](=O)[O-])c2)CC1 | -6% | 4% | -5% | -4% | 1% | 2% | -8% | -10%
Cc1cccc(C)c1OCC(=O)Nn1c(=O)[nH]c2ccccc2c1=O | ? | -7% | 1% | 25% | 1% | 4% | 12% | 7%
CC=C1COC(C(=O)NCCOCCO)(C(F)(F)F)C=C1C=C(C)C (stereo unspecified) | . | . | 1% | i | 1% | -3% | . | .
O=C(NC1CCCCC1)C12CC3CC(CC(Cl)(C3)C1)C2 | -1% | -2% | 0% | -9% | 1% | -5% | -11% | ?
Cc1ccc(S(=O)(=O)CC2CSc3nc(N)cc(=O)n32)cc1 (stereo unspecified) | 3% | 3% | -7% | -9% | 2% | -6% | -2% | 4%
Cc1noc(C)c1C(=O)NCCc1ccccc1 | . | -13% | 3% | i | 2% | -1% | 0% | -4%
O=C(OCC(=O)N1CCC(Cc2ccccc2)CC1)c1ccccc1 | 14% | -7% | 3% | -9% | 0% | -6% | 4% | -5%
CCc1ccc2c(c1)cc(CN(C(=S)Nc1ccccc1)C1CC1)c1nnnn12 | -7% | -15% | 14% | -1% | -6% | -2% | 21% | 13%
O=C(NC(=S)Nc1ccc(Br)cn1)c1cccs1 | -1% | 3% | 1% | -18% | 1% | -4% | 4% | 8%
COC(=O)Cc1ccc(NC(=S)NNC(=O)c2ccccc2Br)cc1 | 9% | 7% | 2% | -2% | 12% | 6% | ? | -9%

Look-ups from the entries so far:
C=C/C1=C/Cc2ccccc2[C@H](C[N+](=O)[O-])C(C(C)=O)(C(=O)OC)C1 (stereo partly specified) in TexasRed fluor is entered as -1%&0%
Cc1noc(C)c1C(=O)NCCc1ccccc1 in GAA glycogen is entered as 0%
CC=C1COC(C(=O)NCCOCCO)(C(F)(F)F)C=C1C=C(C)C (stereo unspecified) in TexasRed fluor is entered as 1%
COc1ccc(C(=O)CN2C(=O)c3ccccc3C2=O)c(OC)c1C in L3MBTL1 inh is entered as 8%
CCN(c1ccccc1)S(=O)(=O)c1ccc(C(=O)NCC(c2cccs2)N(C)C)cc1 (stereo unspecified) in GAA glycogen is entered as -2%
CC1CCC(=C(C#N)C(=O)Nc2cccc(Cl)c2)CC1 (stereo unspecified) in L3MBTL1 inh is entered as 6%
C=CCNS(=O)(=O)CC12CCC(CC1=O)C2(C)C (stereo unspecified) in GAA glycogen is entered as -12%
